Wnt act: activators of Wnt/beta-catenin signaling | Wnt/beta-catenin reporter cell assay, activator, plate reader | activation, % at 9.35 µM | 1.2% of 300,000 active | AID 743398; in the data active = activation above about 30%, passing the limit was not always enough; inconclusive = no clear call, values can overlap the other calls;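 note: 0% = neutral control wells and 100% = positive control wells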
Tat transport: blocks Tat-dependent protein export in E. coli | E. coli MC4100 TorA-mCherry Tat export, fluorescence | inhibition, % at 10 µM | 0.036% of 340,000 active | AID 488895;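 active = mean replicate inhibition at least 50% and at least half of replicates individually reaching 50%; inconclusive = only one of the two criteria met; inactive = neither criterion met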;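 note: exported cargo escapes ClpAP degradation while cytoplasmic cargo is degraded and loses fluorescence; 0% = median of neutral control wells and 100% = median of NaSCN control wells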
CAL PDZ FP-1: inhibitors of human CAL PDZ peptide binding; inhibition, % at 20 µM; purified CAL PDZ, TMR-peptide fluorescence polarization, 1 h; AID 504414; 0.02% of 330,000 active; Q9HD26;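 active = highest replicate inhibition of at least 40%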;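 note: plate controls were DMSO neutral control wells for no effect and unlabeled competitor peptide control wells for full effect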
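Control set: unlabelled peptide and DMSO controls / Material: purified CerCALP PDZ construct / Timing: 1 h incubation at room temperature before polarization reading / Doses: 20 µM, one dose / Detection: fluorescence polarization (mP)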
SR-BI DiI-HDL act: activators of SR-BI mediated HDL lipid uptake; activation, % at 12.5 µM; 0.096% of 320,000 active; CHO ldlA[mSR-BI] cells, DiI-HDL uptake fluorescence, 3 h; 100 = double the neutral-control signal;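 active = mean replicate activation of at least 60% and every replicate at or above 60%; inconclusive = mean or all-replicate condition met, but not both; inactive = mean below 60% and not all replicates reaching 60%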;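 note: 0% = median plate neutral-control signal and 100% = twice that signal; values of inactives mirror those of a sister screen read the other way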
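Test system: SR-BI-overexpressing, LDLR-lacking CHO cells. Measured by: DiI fluorescence, bottom read. Medium: Ham's F12 with 0.5% BSA, HEPES 25 mM, pH 7.4. Timing: 3 h uptake period with compound, 37 °C.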
AddAB inh: less growth of phage-infected E. coli with AddAB. inhibition, % at 11.9 µM. E. coli expressing H. pylori AddAB, absorbance growth. 0.29% of 330,000 active; in the data active = inhibition above about 12%;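 note: 0% = vehicle wells of infected cells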
CAL PDZ FP-2: blocks peptide binding to the human CAL PDZ domain; AID 602252; 0.92% of 300,000 active; inhibition, % at 24.9 µM; purified CAL PDZ, TMR-peptide fluorescence polarization, 1 h;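 active = mean inhibition of at least 30% with at least half of replicates also reaching 30%; inconclusive = no clear call, values can overlap the other calls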;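 note: 0% = DMSO neutral control and 100% = excess unlabeled competitor peptide PRC23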
E coli growth: reduces bacterial viability in AddAB counter-screen; E. coli V3065 growth, OD600 absorbance, 18 h; inhibition, % at 11.9 µM; 0.27% of 330,000 active; AID 449728;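 active = inhibition above the campaign's mean inhibition across all tested compounds plus 3 SD, cut at about 9.9% in these data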;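 note: uninfected addAB+ strain grown without phage in ampicillin broth; 0% = DMSO wells and 100% = ciprofloxacin 0.95 µg/ml wells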
MITF TRPM1 HTS: increases MITF-driven TRPM1 promoter luciferase signal; activation, % at 12.5 µM; SK-MEL-5 TRPM1-promoter luciferase, 24 h; % of positive control, neutral wells = 0; AID 588334; 0.75% of 300,000 active;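 active = mean activation of at least 80% with every replicate also reaching 80%; inconclusive = mean reaches 80% but some replicate falls short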;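 note: 0% = neutral control wells and 100% = parthenolide positive control wells; values of inactives mirror those of a sister screen read the other way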
phage Ecoli inh: E. coli growth loss with phage present. growth absorbance. inhibition, % at 11.9 µM. 0.26% of 360,000 active; in the data active = inhibition above about 11%
SR-BI DiI inh: blocks mouse SR-BI lipid uptake from DiI-HDL. Q61009. ldlA[mSR-BI] CHO cells, DiI-HDL uptake fluorescence, 3 h. inhibition, % at 12.5 µM. 0.96% of 320,000 active. AID 488896;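 active = mean replicate inhibition of at least 70% and a set share of replicates each scoring 70 or more; inconclusive = meets just one of the two criteria; inactive = fails both criteria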;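 note: 0% = median of neutral control wells and 100% = median of positive control wells; values of inactives mirror those of a sister screen read the other way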
Target sequence (Q61009 whole entry, looked up): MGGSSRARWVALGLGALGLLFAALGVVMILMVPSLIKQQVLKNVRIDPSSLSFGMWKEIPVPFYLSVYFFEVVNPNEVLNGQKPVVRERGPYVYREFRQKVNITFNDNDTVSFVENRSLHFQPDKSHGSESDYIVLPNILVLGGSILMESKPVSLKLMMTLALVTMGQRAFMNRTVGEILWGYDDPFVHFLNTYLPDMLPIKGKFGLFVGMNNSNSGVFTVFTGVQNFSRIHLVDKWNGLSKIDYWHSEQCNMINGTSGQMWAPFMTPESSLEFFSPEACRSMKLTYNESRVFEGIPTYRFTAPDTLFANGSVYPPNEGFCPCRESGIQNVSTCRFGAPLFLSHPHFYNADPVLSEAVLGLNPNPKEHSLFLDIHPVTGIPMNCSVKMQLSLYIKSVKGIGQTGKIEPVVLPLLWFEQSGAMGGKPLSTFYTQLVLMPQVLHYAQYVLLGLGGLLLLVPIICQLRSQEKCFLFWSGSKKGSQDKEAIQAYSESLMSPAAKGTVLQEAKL
Active calls of the source: *; ? = inconclusive; · = not tested or not shown.

SMILES	Wnt act	SR-BI DiI inh	MITF TRPM1 HTS	E coli growth	AddAB inh	CAL PDZ FP-1	CAL PDZ FP-2	SR-BI DiI-HDL act	phage Ecoli inh	Tat transport
CCC1=NN=C(c2ccc(F)cc2)C(c2c[nH]c3ccccc23)N1O (centres undefined)	·	-17	·	-1.6	0.7	-2.5	1	17	3.9	3
CC(C(=O)OCC(=O)Nc1ccc2c(c1)OCO2)N1C(=O)c2ccccc2C1=O (centres undefined)	·	-11	4	0.1	0.8	-0.5	-1	11	-3.0	1
Cc1ccc(N2CC(C(=O)Nc3ccc(S(=O)(=O)Nc4nccs4)cc3)CC2=O)cc1 (centres undefined)	-2	9	-2	-2.1	-1.3	-1.3	-5	-9	3.9	-7
COc1ccc(NC(=O)CSc2nnc(-c3ccccc3F)n2C2CC2)cc1S(N)(=O)=O	0	-2	8	-0.6	-1.2	-0.4	3	2	2.8	0
Cc1ccc(-c2cc3ccccc3nc2N2CCCC2)cc1	·	28	-9	-0.7	2.0	1.8	-1	-28	1.3	-3
COc1cc2c(cc1OC)CN(CC(=O)Nc1cccc(C(F)(F)F)c1)CC2	0	2	8	-0.1	-0.3	-1.1	-5	-2	1.2	1
CN(C)c1cccc(NC(=O)NC2(C)CCS(=O)(=O)C2)c1 (centres undefined)	0	-5	-2	·	·	-2.6	-1	5	3.2	-6
COc1ccccc1Oc1coc2cc(OCC(N)=O)ccc2c1=O	0	-22	7	-2.1	1.1	-1.3	-1	22	4.7	-3
CCOc1ccc2nc(N3CCCC(C(=O)NCCCN4CC(C)CC(C)C4)C3)sc2c1 (centres undefined)	7	43	-35	-2.4	2.2	-1.9	-4	-43	-0.2	8
COc1ccc(NC(=O)C/C(C)=N/NC(=O)C2CCCCC2)c([N+](=O)[O-])c1	-1	·	-8	-1.1	2.4	-2.5	-1	·	1.9	-1

Molecules from the list above containing sulfur (four):
SMILES	Wnt act	SR-BI DiI inh	MITF TRPM1 HTS	E coli growth	AddAB inh	CAL PDZ FP-1	CAL PDZ FP-2	SR-BI DiI-HDL act	phage Ecoli inh	Tat transport
Cc1ccc(N2CC(C(=O)Nc3ccc(S(=O)(=O)Nc4nccs4)cc3)CC2=O)cc1 (centres undefined)	-2	9	-2	-2.1	-1.3	-1.3	-5	-9	3.9	-7
COc1ccc(NC(=O)CSc2nnc(-c3ccccc3F)n2C2CC2)cc1S(N)(=O)=O	0	-2	8	-0.6	-1.2	-0.4	3	2	2.8	0
CN(C)c1cccc(NC(=O)NC2(C)CCS(=O)(=O)C2)c1 (centres undefined)	0	-5	-2	·	·	-2.6	-1	5	3.2	-6
CCOc1ccc2nc(N3CCCC(C(=O)NCCCN4CC(C)CC(C)C4)C3)sc2c1 (centres undefined)	7	43	-35	-2.4	2.2	-1.9	-4	-43	-0.2	8

Other results.
SMILES	Wnt act	SR-BI DiI inh	MITF TRPM1 HTS	E coli growth	AddAB inh	CAL PDZ FP-1	CAL PDZ FP-2	SR-BI DiI-HDL act	phage Ecoli inh	Tat transport
CN(C(=O)CSc1nc2ccccc2o1)C1CCCCC1	57*	11	?	·	·	-2.8	-4	-11	3.0	6
COc1cc(OC)c(C(=O)Nc2ccc(S(=O)(=O)N3CCCCC3)cc2)cc1OC	-2	24	16	2.6	0.2	-1.1	-9	-24	2.9	3
Cc1ccc(NC(=O)N(C2=NCC(C)S2)c2ccccc2)cc1 (centres undefined)	·	14	?	-2.0	2.2	0.3	-1	-14	0.8	-17
CC(C)n1nnnc1SCC(=O)NC1CCCC1	0	16	10	-2.0	0.2	-1.7	-4	-16	2.2	0
CCOC(=O)c1sc2cccc(Cl)c2c1N	-1	3	8	1.4	2.7	0.4	-6	-3	3.3	-9
COc1ccc2c(OC)cc(-c3ccccc3)nc2c1	·	57	-1	-6.0	0.6	-1.9	-2	-57	2.4	3
Cc1cc(Br)ccc1OCCn1ccnc1	0	-12	-17	-0.9	1.9	0.4	0	12	3.8	5
Cc1nc2nc(SCc3ccccc3)nn2c(C)c1C	-4	-3	49	-0.5	-0.8	-1.3	·	3	0.9	0
O=C(c1ccccc1)N1CCN(c2ccc([N+](=O)[O-])c(NCc3ccco3)c2)CC1	·	38	-5	-0.2	1.4	-0.2	3	-38	2.4	-7
O=C(Nc1cc(C(F)(F)F)ccc1F)C1CCCC1	·	-7	-11	-0.4	1.6	-0.5	-1	7	3.1	-5
CCN(CC)C(=O)[C@H]1CC(CC(=O)NCCc2ccccn2)C(=O)N2CCc3c([nH]c4ccc(OC)cc34)[C@]12C (some centres undefined)	0	-18	-7	-1.6	-1.4	-0.4	-4	18	2.2	7
COc1cc(C(=O)NCCc2ncccc2C)ccc1OC1CCN(C(C)=O)CC1	0	-2	-2	-0.2	1.4	-0.5	·	2	3.3	2
COc1ccc(NC(=O)C2CCCN(c3nn4c(=O)cc(C)nc4s3)C2)cc1 (centres undefined)	-1	8	·	0.3	0.8	0.2	·	-8	3.0	-1
O=C(CN1CCN(Cc2ccccc2)CC1)NCCNc1ccc([N+](=O)[O-])cn1	-1	1	-2	-0.2	2.7	-2.1	-6	-1	2.2	11
CN(C(=O)Cn1nc(C(=O)O)c2ccccc2c1=O)C1(C#N)CCCCC1	0	-35	1	1.4	2.2	-1.1	-7	35	2.6	0
COc1ccc(Br)cc1/C=N/NC(=O)c1nc(-c2ccccc2)n2c1CCCCC2	·	61	-2	-3.4	1.5	-1.8	2	-61	1.4	-1
O=C(Nc1ccc2c(c1)OCO2)c1n[nH]c(=O)c2ccccc12	25	28	70	-2.5	-3.2	-0.2	-2	-28	0.6	2
CC(C)NC(=O)N(C)C[C@H]1Oc2ccc(NC(=O)Nc3ccc(C(F)(F)F)cc3)cc2C(=O)N([C@H](C)CO)C[C@@H]1C	0	7	-17	-1.8	-0.6	-2.8	-4	-7	3.0	1
CCOc1ccc(-c2noc(CCC(N)=O)n2)cc1OCC	-7	-14	-13	-0.8	1.2	0.4	·	14	1.9	-3
COc1cc(/C=N/NC(=O)Cc2c[nH]c3ccccc23)cc(OC)c1OC	2	26	13	0.5	0.2	-0.3	2	-26	4.8	-5
C/C(=N/NC(=O)CNC(=O)c1cccnc1)c1ccc([N+](=O)[O-])cc1	-1	-28	-1	1.5	3.8	-1.3	3	28	3.8	-3
Cc1ccc(CSCCNS(=O)(=O)c2ccc(C)cc2)cc1	-2	-6	8	-0.5	4.1	-1.7	-2	6	0.4	6
COc1ccccc1CCc1nnc(CCC(=O)N(C)Cc2ccncc2C)o1	-3	19	13	-0.4	3.5	-2.3	-3	-19	0.7	4
COc1ccccc1CNC(=O)COc1cccnc1[N+](=O)[O-]	3	22	11	1.9	4.3	-5.0	-1	-22	2.2	-2
O=C(COc1ccccc1[N+](=O)[O-])N/N=C/c1ccc(OC(=O)c2ccco2)cc1	7	18	-3	-0.3	1.6	0.1	-2	-18	2.4	-6
CCOc1ccc(C(=O)NCC(C)C)cc1	·	-8	·	2.8	3.2	-2.0	16	8	0.8	-5
CCN(CC)CCN(C(=O)CCOc1ccccc1)c1nc2c(F)cc(F)cc2s1	-3	·	-1	-0.7	0.5	-3.1	-1	·	4.6	-4
Cn1c(SCC(=O)Nc2ccc3nc(SCC(=O)N4CCCC4)sc3c2)nnc1-c1ccc(N)cc1	·	60	-10	·	·	·	7	-60	·	-12
Cc1nn(-c2ccccc2)c(C)c1/C=N/N1CCN(c2ccccn2)CC1	-3	52	-10	-3.0	-1.4	-0.7	3	-52	4.3	6
CCOC(=O)C1CCN(C(=O)COC(=O)c2cccc(NS(=O)(=O)c3ccccc3)c2)CC1	-3	10	-16	·	·	0.2	·	-10	1.8	8
Cc1cc(C)cc(NC(=O)C2CCCN(c3ncccn3)C2)c1 (centres undefined)	1	·	-16	-2.0	3.7	-1.0	-2	·	1.3	-7
CCOc1ccc(OCc2ccc(C(=O)NCc3ccncc3)o2)cc1	·	29	10	-3.4	-1.1	-1.0	-3	-29	-0.9	-4
COc1ccc(NC(=O)Nc2sc(NS(=O)(=O)c3ccccc3)nc2C)cc1	-1	14	8	-2.4	0.5	-2.3	-1	-14	2.9	1
CCOC(=O)c1c(NC(=O)CSc2nnc(-c3ccc(Cl)cc3)o2)sc2c1CCC2	-1	·	-3	1.5	1.4	-0.8	-5	·	2.1	4
COC(=O)[C@@]1(C)[C@H]2C(=O)N(Cc3ccccc3)C(=O)[C@H]2[C@H]2CN=C(SCC(=O)c3ccccc3)N21	-1	12	5	1.1	-0.2	0.4	3	-12	-0.6	2
COc1ccc(OC)c(/C=N/NC(=O)c2nnn(-c3nonc3N)c2-c2cccs2)c1	-1	29	-3	0.8	5.0	-3.1	2	-29	1.6	-5
CNc1ncc(Cc2ccccc2)s1	-1	-15	6	-2.3	-2.1	-0.7	-1	15	1.9	-3
Cc1c(C(=O)N(C)C2CCCCC2)sc2ncnc(N3CCN(c4ccccc4)CC3)c12	-4	34	2	1.9	3.7	0.1	2	-34	1.4	16
CCOC(=O)Cc1csc(NC(=S)NC(=O)c2ccc(C)cc2)n1	-12	-2	20	0.4	0.4	-3.0	22	2	2.8	6
CC1(C)C(=O)Nc2ccccc2N1C(=O)COC(=O)Cn1cnc2ccccc2c1=O	-4	-17	·	-0.9	1.8	-1.7	-3	17	0.6	-2
O=C(O)/C(=C\c1ccc(F)cc1)c1ccc(-c2ccccc2)cc1	2	·	-15	-1.9	3.1	-2.2	·	·	0.3	4

Assay outcomes: PubChem, several laboratories
